CAL PDZ FP-1 = inhibitors of human CAL PDZ peptide binding. purified CAL PDZ, TMR-peptide fluorescence polarization, 1 h. 330,000 compounds, 0.02% hits. AID 504414. Q9HD26. inhibition, % at 20 µM;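 active = highest replicate inhibition of at least 40%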;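 also: plate controls were DMSO neutral control wells for no effect and unlabeled competitor peptide control wells for full effect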
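System: purified tagged CAL PDZ domain construct (CerCALP). Schedule: 1 h incubation at room temperature before polarization reading. Medium: 25 mM sodium phosphate pH 7.4, 150 mM NaCl, TCEP, IgG, Thesit. Read-out: percent inhibition from loss of millipolarization. Measured by: FP readout, S and P plane fluorescence. Probe or stimulus: fluorescent TMR peptide probe.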
NSD2 inh = inhibitors of human histone methyltransferase NSD2; inhibition, % at 12.5 µM; 310,000 compounds, 0.54% hits; NSD2 peptide methylation, AlphaScreen, 120 min; in the data active = inhibition above about 50%
RTF Ca sens inh = cardiac RTF calcium desensitization. 340,000 compounds, 0.12% hits. inhibition, % at 7.15 µM. P19429+P45379. IANBD-labeled cardiac RTF, Ca2+ fluorescence;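 active = inhibition above the mean inhibition of all tested compounds plus 3 SD, cut at about 17% in these data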;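 also: assay run at fixed EC70 calcium of 1.6 mM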
Arrestin-AP2 inh = human beta-arrestin and AP2 interaction inhibition. FITC-arrestin peptide / GST-AP2 beads, flow cytometry; AP2 beta2 appendage carries R879A mutation. inhibition, % at 10 µM. 340,000 compounds, 0.31% hits;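 active = inhibition above a set limit, near 3 SD of compounds lacking own fluorescence, cut at about 54% in these data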;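 also: plate controls were DMSO wells for no effect and 5 µM unlabelled arrestin peptide for full effect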
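System: GST-AP2 R879A glutathione beads | Also added: FITC-arrestin peptide, 50 nM | Times: 12 min plus 1 h, RT | Signal: Bead flow cytometry, FITC channel | Buffer or medium: PBS with 0.05% Tween 20 and 0.1% BSA | Read-out basis: Percent drop in bead-associated FITC signal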
DSG3 Ab inh = human desmoglein-3 autoantibody binding inhibition; P32926; DSG3-coupled beads, scFv-anti-DSG3-GFP binding, flow cytometry; stronger effect = lower value; binding (percent of control), % at 10 µM; 310,000 compounds, 0.48% hits; AID 588358;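 active = binding more than 3 SD below its plate's average and above zero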;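 also: hits lower antibody fragment binding to DSG3; some compounds called inactive have numbers as strong as hits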
CAL PDZ FP-2 = blocks peptide binding to the human CAL PDZ domain. Q9HD26. purified CAL PDZ, TMR-peptide fluorescence polarization, 1 h. inhibition, % at 24.9 µM. 300,000 compounds, 0.92% hits. AID 602252;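 active = mean inhibition of at least 30% with at least half of replicates also reaching 30%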;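 also: 0% = DMSO neutral control and 100% = excess unlabeled competitor peptide PRC23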
Keap1 Nrf2 FP = disrupts human Keap1 binding to Nrf2 peptide; Q14145; inhibition, % at 9.4 µM; Keap1 Kelch-Nrf2 peptide fluorescence polarization, 1536-well; 340,000 compounds, 0.15% hits; in the data active = inhibition above about 12%;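 also: human Keap1 Kelch domain with fluorescein labeled Nrf2 9mer peptide probe; 0% = neutral control wells and 100% = peptide positive control; higher means more block of Keap1 binding to Nrf2 peptide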
Target sequence (Q14145 whole entry, looked up, the tested form may be a part): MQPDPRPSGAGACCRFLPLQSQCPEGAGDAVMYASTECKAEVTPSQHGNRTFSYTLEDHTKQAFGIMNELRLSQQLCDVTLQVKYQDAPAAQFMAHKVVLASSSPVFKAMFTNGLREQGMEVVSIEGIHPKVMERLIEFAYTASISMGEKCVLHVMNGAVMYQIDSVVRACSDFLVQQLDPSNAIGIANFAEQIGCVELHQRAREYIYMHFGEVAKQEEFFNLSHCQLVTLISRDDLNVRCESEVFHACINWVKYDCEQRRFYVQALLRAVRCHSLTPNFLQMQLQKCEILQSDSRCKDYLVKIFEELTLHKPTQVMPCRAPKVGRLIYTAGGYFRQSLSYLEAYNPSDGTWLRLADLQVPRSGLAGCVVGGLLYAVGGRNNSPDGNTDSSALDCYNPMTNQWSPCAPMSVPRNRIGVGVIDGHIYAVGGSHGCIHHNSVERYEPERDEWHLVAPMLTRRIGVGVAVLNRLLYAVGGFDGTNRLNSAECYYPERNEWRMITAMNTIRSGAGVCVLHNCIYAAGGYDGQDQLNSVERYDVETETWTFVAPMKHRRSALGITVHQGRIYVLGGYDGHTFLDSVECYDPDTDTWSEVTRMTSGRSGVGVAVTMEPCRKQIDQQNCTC
LANA DNA inh = KSHV C-LANA DNA binding inhibition; AID 504423; inhibition, % at 9 µM; 340,000 compounds, 0.078% hits; MBP-C-LANA/FAM-LBS DNA binding, fluorescence polarization;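 active = highest replicate inhibition at or above 60% at 9 µM, even if other replicates fall short; inactive = all replicates below 60% inhibition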;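 also: 0% = neutral control wells and 100% = 4 µM acridine orange control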
DAGLB inhibitor = blocks human DAGLB lipase activity | 340,000 compounds, 0.059% hits | AID 504411 | inhibition, % at 5.17 µM | HEK293T DAGLB membrane lysate, EnzChek fluorogenic substrate | Q8NCG7; in the data active = inhibition above about 34%;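 also: 0% = enzyme with vehicle and 100% = wells lacking enzyme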
V-ATPase pH = regulators of yeast V-ATPase proton transport. S. cerevisiae, pHLuorin cytosolic pH fluorescence. response, % at 10 µM. 350,000 compounds, 0.37% hits; in the data active = response mostly above about 7.3%, no sharp cut-off; inactive = mostly below about 5.4%; also: actives read high; inactives centre near 0; some compounds called inactive have numbers as strong as hits; reference of the scale not given here
Numbers without * were called inactive. Only part of the results is shown (hit frequency here may not be typical).

Results for COc1ccc(S(=O)(=O)N2CCN(C(=O)c3cc(-c4ccc(C)cc4)n[nH]3)CC2)cc1 ?
CAL PDZ FP-1: -1.5; RTF Ca sens inh: 3; Arrestin-AP2 inh: 5; DSG3 Ab inh: 100; Keap1 Nrf2 FP: -6; LANA DNA inh: -0.4; DAGLB inhibitor: -1; V-ATPase pH: 2

What do the screens show for `Cc1cc(C)nc(NC(N)=NC2CCCCC2)n1`?
CAL PDZ FP-1: -0.4; NSD2 inh: 6; RTF Ca sens inh: 0; Arrestin-AP2 inh: 15; DSG3 Ab inh: 101; CAL PDZ FP-2: -4; Keap1 Nrf2 FP: -4; LANA DNA inh: -0.8; DAGLB inhibitor: 0; V-ATPase pH: 1

Results for O=C(Nc1cccc2ccccc12)C1CCCC1 ?
CAL PDZ FP-1: -0.3; NSD2 inh: -3; RTF Ca sens inh: -7; Arrestin-AP2 inh: -15; DSG3 Ab inh: 93; CAL PDZ FP-2: -5; Keap1 Nrf2 FP: -3; LANA DNA inh: -2.7; DAGLB inhibitor: 0; V-ATPase pH: 0

Results for COc1cc(C(=O)Nc2ccc3c(c2)OCO3)c([N+](=O)[O-])cc1OC ?
CAL PDZ FP-1: -2.4; NSD2 inh: -1; RTF Ca sens inh: 1; Arrestin-AP2 inh: 8; DSG3 Ab inh: 100; CAL PDZ FP-2: 0; Keap1 Nrf2 FP: -1; LANA DNA inh: -1.2; DAGLB inhibitor: 3; V-ATPase pH: -6

How did COc1ccc(/C=N/NC(=O)c2ccc(Cl)c(S(N)(=O)=O)c2)cc1OCC(N)=O do in these assays?
CAL PDZ FP-1: -2.3; NSD2 inh: -1; RTF Ca sens inh: -1; Arrestin-AP2 inh: 16; DSG3 Ab inh: 100; CAL PDZ FP-2: -10; Keap1 Nrf2 FP: -3; LANA DNA inh: 1.6; DAGLB inhibitor: -1; V-ATPase pH: 4

How did COc1cc(NC(=O)c2ccco2)ccc1NC(=O)C(C)C do in these assays?
CAL PDZ FP-1: -0.7; NSD2 inh: -2; RTF Ca sens inh: -5; Arrestin-AP2 inh: -8; DSG3 Ab inh: 103; Keap1 Nrf2 FP: -1; LANA DNA inh: 1.1; DAGLB inhibitor: 1; V-ATPase pH: -5

What do the screens show for `CCc1nc2ccc(C(=O)Nc3nnc(C)s3)cc2nc1CC`?
CAL PDZ FP-1: -0.8; NSD2 inh: -8; RTF Ca sens inh: 1; Arrestin-AP2 inh: 0; DSG3 Ab inh: 108; CAL PDZ FP-2: -3; Keap1 Nrf2 FP: -9; LANA DNA inh: -0.5; DAGLB inhibitor: 0; V-ATPase pH: 3

What do the screens show for `Cc1ccc(N(CC(=O)N2CCN(c3ccccc3F)CC2)S(=O)(=O)c2c(C)noc2C)cc1`?
CAL PDZ FP-1: -2.4; NSD2 inh: 0; RTF Ca sens inh: -9; Arrestin-AP2 inh: -3; DSG3 Ab inh: 108; CAL PDZ FP-2: -2; Keap1 Nrf2 FP: -3; LANA DNA inh: -0.1; DAGLB inhibitor: -2; V-ATPase pH: -3

What do the screens show for `CS(=O)(=O)c1ccc(Cl)c(NC(=O)Nc2ccccc2)c1`?
CAL PDZ FP-1: -3.0; RTF Ca sens inh: 0; Arrestin-AP2 inh: 3; DSG3 Ab inh: 90; CAL PDZ FP-2: 6; Keap1 Nrf2 FP: 0; LANA DNA inh: -0.5; DAGLB inhibitor: -2; V-ATPase pH: -3

What do the screens show for `COCCCNC(=O)CN1C(=O)COc2ccc(S(=O)(=O)N3CC(C)CC(C)C3)cc21` (configuration not stated)?
CAL PDZ FP-1: -1.1; NSD2 inh: -3; RTF Ca sens inh: 3; Arrestin-AP2 inh: 3; CAL PDZ FP-2: -9; Keap1 Nrf2 FP: -2; LANA DNA inh: -0.8; DAGLB inhibitor: 1; V-ATPase pH: 4

Results for COc1ccccc1N1CCN(CC(=O)Nc2ccnn2C2CCCC2)CC1 ?
CAL PDZ FP-1: 0.1; RTF Ca sens inh: 3; Arrestin-AP2 inh: 6; DSG3 Ab inh: 101; CAL PDZ FP-2: -6; Keap1 Nrf2 FP: -3; LANA DNA inh: 0.3; DAGLB inhibitor: -1; V-ATPase pH: 2

Results for COc1ccc(OCc2cc(C(=O)N3CCC(OC)CC3)no2)c2ccccc12 ?
CAL PDZ FP-1: 0.5; NSD2 inh: 2; RTF Ca sens inh: -9; Arrestin-AP2 inh: 27; DSG3 Ab inh: 108; CAL PDZ FP-2: 0; Keap1 Nrf2 FP: 0; LANA DNA inh: -0.5; DAGLB inhibitor: 7; V-ATPase pH: 5

What do the screens show for `FC(F)(F)C12CC(c3ccccc3)=NCCN1CCN2` (configuration not stated)?
CAL PDZ FP-1: -0.6; NSD2 inh: 2; RTF Ca sens inh: -14; Arrestin-AP2 inh: -4; CAL PDZ FP-2: -1; Keap1 Nrf2 FP: -5; LANA DNA inh: 2.3; DAGLB inhibitor: 0; V-ATPase pH: 4

What do the screens show for `CCN(CC)CCn1c(NC(=O)c2ccc(C)cc2)nc2ccccc21`?
CAL PDZ FP-1: 0.2; NSD2 inh: 2; RTF Ca sens inh: -4; Arrestin-AP2 inh: -6; DSG3 Ab inh: 109; Keap1 Nrf2 FP: 1; LANA DNA inh: 0.8; DAGLB inhibitor: -3; V-ATPase pH: 1

How did N#Cc1cc([N+](=O)[O-])ccc1NCCCn1ccnc1 do in these assays?
CAL PDZ FP-1: -1.6; NSD2 inh: 2; RTF Ca sens inh: -23; Arrestin-AP2 inh: 7; DSG3 Ab inh: 101; CAL PDZ FP-2: -5; Keap1 Nrf2 FP: -4; LANA DNA inh: -0.4; DAGLB inhibitor: -3; V-ATPase pH: 2

2 records drawn at random from the list so far, as already listed:
What do the screens show for `Cc1ccc(N(CC(=O)N2CCN(c3ccccc3F)CC2)S(=O)(=O)c2c(C)noc2C)cc1`?
CAL PDZ FP-1: -2.4; NSD2 inh: 0; RTF Ca sens inh: -9; Arrestin-AP2 inh: -3; DSG3 Ab inh: 108; CAL PDZ FP-2: -2; Keap1 Nrf2 FP: -3; LANA DNA inh: -0.1; DAGLB inhibitor: -2; V-ATPase pH: -3

What do the screens show for `CCN(CC)CCn1c(NC(=O)c2ccc(C)cc2)nc2ccccc21`?
CAL PDZ FP-1: 0.2; NSD2 inh: 2; RTF Ca sens inh: -4; Arrestin-AP2 inh: -6; DSG3 Ab inh: 109; Keap1 Nrf2 FP: 1; LANA DNA inh: 0.8; DAGLB inhibitor: -3; V-ATPase pH: 1

Going on with the list.
What do the screens show for `O=C(O)/C=C/c1cn(-c2ccccc2)nc1-c1ccc(-c2ccc([N+](=O)[O-])cc2)o1`?
CAL PDZ FP-1: -3.4; NSD2 inh: 0; RTF Ca sens inh: 8; Arrestin-AP2 inh: 37; DSG3 Ab inh: 94; CAL PDZ FP-2: 0; Keap1 Nrf2 FP: -2; LANA DNA inh: 1.8; DAGLB inhibitor: 2; V-ATPase pH: -9

How did CC1CCCC(NS(=O)(=O)c2cc3c(cc2Cl)NC(=O)CO3)C1C (configuration not stated) do in these assays?
CAL PDZ FP-1: -1.1; RTF Ca sens inh: -2; Arrestin-AP2 inh: 6; DSG3 Ab inh: 108; CAL PDZ FP-2: -2; Keap1 Nrf2 FP: -3; LANA DNA inh: -1.9; DAGLB inhibitor: 3; V-ATPase pH: 2

What do the screens show for `CCOc1ccc(NS(=O)(=O)c2ccc(C(=O)N(C)CC(=O)Nc3ccc(OC)cc3)cc2)cc1`?
CAL PDZ FP-1: -2.8; NSD2 inh: 1; RTF Ca sens inh: -5; Arrestin-AP2 inh: 3; DSG3 Ab inh: 94; CAL PDZ FP-2: -1; Keap1 Nrf2 FP: -5; LANA DNA inh: 0.2; DAGLB inhibitor: 0; V-ATPase pH: -3

Results for COc1cc(-c2nnc(COC(=O)c3cccn3C)o2)cc(OC)c1OC ?
CAL PDZ FP-1: -2.6; NSD2 inh: 4; RTF Ca sens inh: -2; Arrestin-AP2 inh: 4; CAL PDZ FP-2: 5; Keap1 Nrf2 FP: -6; LANA DNA inh: 0.8; DAGLB inhibitor: -8; V-ATPase pH: 0

Results for O=[N+]([O-])c1cccc(C(=NCc2ccccc2)NO)c1 ?
CAL PDZ FP-1: 0.5; NSD2 inh: -11; RTF Ca sens inh: -3; Arrestin-AP2 inh: -14; DSG3 Ab inh: 95; Keap1 Nrf2 FP: 4; LANA DNA inh: -1.2; DAGLB inhibitor: 0; V-ATPase pH: 4

How did COc1cccc2c(=O)n(CC(=O)N3CCC(C)CC3)ccc12 do in these assays?
CAL PDZ FP-1: 1.0; RTF Ca sens inh: -9; Arrestin-AP2 inh: -5; DSG3 Ab inh: 103; CAL PDZ FP-2: -4; Keap1 Nrf2 FP: 2; LANA DNA inh: -1.0; DAGLB inhibitor: 0; V-ATPase pH: 0

How did COc1ccc(/C=N\NC(=O)CCN2CCN(c3ccccc3)CC2)cc1OC do in these assays?
NSD2 inh: -1; RTF Ca sens inh: -1; Arrestin-AP2 inh: 11; DSG3 Ab inh: 94; CAL PDZ FP-2: 4; Keap1 Nrf2 FP: -3; LANA DNA inh: -1.2; DAGLB inhibitor: 2; V-ATPase pH: -4

How did CC(Sc1nnc(-c2cccnc2)o1)C(=O)NC1CCCCC1 (configuration not stated) do in these assays?
CAL PDZ FP-1: -0.6; NSD2 inh: -2; RTF Ca sens inh: -3; Arrestin-AP2 inh: -1; DSG3 Ab inh: 99; Keap1 Nrf2 FP: 2; LANA DNA inh: -1.6; DAGLB inhibitor: 0; V-ATPase pH: -2

How did O=C(COC(=O)c1cc(S(=O)(=O)N2CCOCC2)ccc1Cl)NCc1ccco1 do in these assays?
CAL PDZ FP-1: -1.4; NSD2 inh: -2; RTF Ca sens inh: -11; Arrestin-AP2 inh: 2; DSG3 Ab inh: 99; CAL PDZ FP-2: -3; Keap1 Nrf2 FP: -3; LANA DNA inh: 1.8; DAGLB inhibitor: 2; V-ATPase pH: 4

What do the screens show for `CC(=O)c1c(C)[nH]c(C(=O)COC(=O)COc2ccccc2F)c1C`?
CAL PDZ FP-1: -0.1; NSD2 inh: -3; RTF Ca sens inh: 1; Arrestin-AP2 inh: -11; DSG3 Ab inh: 100; Keap1 Nrf2 FP: -4; LANA DNA inh: 0.2; DAGLB inhibitor: 0; V-ATPase pH: 12*

What do the screens show for `Cc1ccc(CN(C)C(=O)c2cccc(S(=O)(=O)N3CCCC3)c2)o1`?
CAL PDZ FP-1: -0.4; NSD2 inh: 1; RTF Ca sens inh: -5; Arrestin-AP2 inh: 9; DSG3 Ab inh: 119; CAL PDZ FP-2: 14; Keap1 Nrf2 FP: -6; LANA DNA inh: 1.3; DAGLB inhibitor: 0; V-ATPase pH: -1

How did Cc1cc(C)n(-c2nc3ccccc3nc2N2CCN(C(=O)c3ccccc3)CC2)n1 do in these assays?
CAL PDZ FP-1: -0.3; NSD2 inh: -4; RTF Ca sens inh: 2; Arrestin-AP2 inh: 0; DSG3 Ab inh: 99; Keap1 Nrf2 FP: -2; LANA DNA inh: -0.8; DAGLB inhibitor: 3; V-ATPase pH: -2

Source: PubChem BioAssay (several laboratories)
